Compound activity as filed in PubChem.
USP1-UAF1 inh – inhibitors of human USP1/UAF1 deubiquitinase | O94782 | recombinant USP1/UAF1, Ub-Rhodamine cleavage fluorescence | Potency, µM (highest dose often 57.1 µM), inactives show at the top dose activity change, negative = inhibition, most hits filed as inhibitors | hit rate 0.23% among 390,000 | AID 743255; also: % is scaled to controls: 0 for no effect and ±100 for the full control effect; nearly all actives have a fitted effect of over 60% in size; inactives centre near -12
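USP1/UAF1 complex at 1 nM was preincubated with compound for 15 min at room temperature, then Ub-Rho substrate (150nM final) was added. Fluorescence (480/540 nm) was read kinetically, 6 reads every 60 seconds.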
Vif-A3G inh – Vif-A3G binding inhibition; hit rate 0.076% among 410,000; HeLa A3G-eYFP + Vif (tagged APOBEC3G with the HIV-1 protein that degrades it), YFP fluorescence, overnight; Potency, µM (doses to about 46.1 µM), for inactives: top-dose activity, negative = active, most hits filed as inhibitors;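 also: % is scaled to controls: 0 for no effect and ±100 for the full control effect; nearly all actives have a fitted effect of over 60% in size; hits raise eYFP signal because A3G escapes Vif-driven loss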
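HeLa cells stably expressing Vif and C-terminally eYFP-tagged A3G, seeded overnight at 37 deg C, then exposed to compound by pintool overnight at 37 deg C. Rise in yellow fluorescence (Ex 488/Em 500-530, Acumen) marks blocked Vif-driven A3G degradation.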
Vif-APOBEC3F blk – inhibitors of Vif-A3F interaction; Potency, µM (doses to about 46.1 µM), for the others: at the top dose activity, negative = active; HeLa A3F-eYFP + Vif (tagged APOBEC3F with the HIV-1 protein that degrades it), YFP fluorescence increase; hit rate 0.2% among 390,000; also: % of control where 0% means no effect; nearly all actives have a fitted effect of over 65% in size
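Fluorescence increase (Ex 488/Em 500-530) after overnight compound treatment at 37 deg C flags inhibition of Vif-driven A3F-eYFP loss in stable HeLa A3F-eYFP/Vif cells seeded overnight beforehand.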
12-LOX inh – inhibitors of human 12S-lipoxygenase ALOX12. P18054. purified 12hLO, xylenol orange hydroperoxide absorbance. AID 1671190. hit rate 1.1% among 580,000. Potency, µM (top dose mostly 108 µM), without a hit: at the highest dose activity change, negative = inhibition, actives largely listed as inhibitors; also: % is scaled to controls: 0 for no effect and ±100 for the full control effect
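Purified human 12hLO at 150 nM in 25 mM Hepes, 0.01% Triton X-100, pH 7.0, preincubated 15 min at room temperature with compound. Reaction started with 40 uM arachidonic acid, 30 min at room temperature. Hydroperoxide measured by Fe-xylenol orange, 573/405 nm absorbance ratio.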
mIDH1 inhibitor – human IDH1 R132H inhibition; O75874; IDH1-R132H enzyme, NADPH consumption, diaphorase/resazurin fluorescence; Potency, µM (doses to about 76.6 µM), for the others: top-dose activity change, negative = inhibition, actives largely listed as inhibitors; hit rate 0.093% among 390,000; AID 602179; also: % is scaled to controls: 0 for no effect and ±100 for the full control effect; nearly all actives have a fitted effect of over 65% in size
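IDH1-R132H (0.5 ug/mL) preincubated 30 min with compound, then NADPH (0.016 mM) and alpha-KG (2 mM) added; 80 min at RT, pH 7.5. Remaining NADPH coupled via diaphorase/resazurin to fluorescence (540/590 nm); concentration-response curves normalized to no-enzyme control.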
RXFP1 ag – agonists of human relaxin receptor RXFP1; hit rate 0.3% among 370,000; Potency, µM (series often up to 57.5 µM), for inactives: at the highest dose activation, usual class: activators; Q9HBX9; AID 2676; HEK293T-RXFP1 cAMP TR-FRET, 30 min; response scale: percent of porcine relaxin response, buffer zero; also: % is scaled to controls: 0 for no effect and ±100 for the full control effect; nearly all actives have a fitted effect of over 60% in size; many of its hits are not listed in these tables
Target sequence (Q9HBX9 whole entry, looked up): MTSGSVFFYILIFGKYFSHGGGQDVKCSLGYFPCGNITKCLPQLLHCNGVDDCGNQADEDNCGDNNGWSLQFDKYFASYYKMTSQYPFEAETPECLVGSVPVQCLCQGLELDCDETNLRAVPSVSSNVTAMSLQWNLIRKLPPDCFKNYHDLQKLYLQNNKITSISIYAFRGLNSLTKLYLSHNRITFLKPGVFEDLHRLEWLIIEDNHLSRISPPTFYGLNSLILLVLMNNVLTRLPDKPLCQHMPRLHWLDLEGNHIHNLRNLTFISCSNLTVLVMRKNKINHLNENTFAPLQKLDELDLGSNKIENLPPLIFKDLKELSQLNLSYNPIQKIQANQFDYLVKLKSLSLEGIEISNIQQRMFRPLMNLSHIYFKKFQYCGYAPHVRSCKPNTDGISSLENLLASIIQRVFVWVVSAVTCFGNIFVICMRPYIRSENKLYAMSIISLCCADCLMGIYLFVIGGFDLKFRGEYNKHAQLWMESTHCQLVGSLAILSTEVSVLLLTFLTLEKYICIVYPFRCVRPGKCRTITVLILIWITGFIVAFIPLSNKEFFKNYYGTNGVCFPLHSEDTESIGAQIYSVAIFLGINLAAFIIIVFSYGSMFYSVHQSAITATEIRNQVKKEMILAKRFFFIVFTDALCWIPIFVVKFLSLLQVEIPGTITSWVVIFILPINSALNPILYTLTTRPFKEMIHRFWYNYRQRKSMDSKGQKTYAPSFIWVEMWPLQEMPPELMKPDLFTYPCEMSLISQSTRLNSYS
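cAMP rise read by TR-FRET after 30 min, 37C compound exposure (up to 58 uM) in RXFP1-transfected HEK293 cells with Ro 20174 present. EC50 from Hill-equation fits, with 29 nM porcine relaxin as 100% and buffer as basal.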
TrxR1 inh – blocks rat thioredoxin reductase 1; Potency, µM (top dose mostly 114 µM), for the others: at the top dose activity change, negative = inhibition, actives largely listed as inhibitors; hit rate 1% among 390,000; O89049; recombinant rTrxR1, NADPH fluorescence consumption, selenite substrate; also: % is scaled to controls: 0 for no effect and ±100 for the full control effect; nearly all actives have a fitted effect of over 65% in size
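Rat TrxR1 (90 nM in the dispensed reagent) was pre-reduced with 400 uM NADPH for 5 min at room temperature, then incubated with compound for 15 min. After 400 uM selenite was added, NADPH fluorescence (Ex 340/Em 450 nm) was followed for 8 min.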
TrxR1 substrate – is turned over as a substrate by rat TrxR1. purified TrxR1 substrate turnover, NADPH consumption readout. Potency, µM (top dose mostly 114 µM), for inactives: at the top dose activity change, negative = substrate turnover. O89049. AID 588456. hit rate 0.01% among 390,000; also: % is scaled to controls: 0 for no effect and ±100 for the full control effect; nearly all actives have a fitted effect of over 50% in size
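Rat TrxR1, dispensed at 90 nM, was prereduced with 400 uM NADPH (final) for 5 min at ~22 deg C, then incubated with compound 15 min before 400 uM selenite. A first-read NADPH fluorescence drop versus no-compound background flagged substrates.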
RGS4 inh – inhibitors of human regulator of G protein signaling 4 | Transcreener GDP fluorescence polarization, RGS4-accelerated GTP hydrolysis | Potency, µM (titrated, usually from 114 µM), without a hit: top-dose activity change, negative = inhibition, usual class: inhibitors | hit rate 0.039% among 390,000 | AID 504845; also: % is scaled to controls: 0 for no effect and ±100 for the full control effect; nearly all actives have a fitted effect of over 75% in size; some results filed as inactive show a strong effect at the top dose
Target sequence (P49798 whole entry, looked up): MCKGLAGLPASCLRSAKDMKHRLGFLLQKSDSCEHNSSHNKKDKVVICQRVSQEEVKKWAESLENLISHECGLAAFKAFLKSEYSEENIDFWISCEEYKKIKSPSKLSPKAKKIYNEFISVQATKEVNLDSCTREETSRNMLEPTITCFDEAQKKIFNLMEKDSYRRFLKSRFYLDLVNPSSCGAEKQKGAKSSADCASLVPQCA
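MLSMR compounds (23 nl, pin-transferred) preincubated 10 min at room temperature with a 500nM (2x) first reagent, then RGS4 at 900nM (2x) plus Transcreener GDP mix added; fluorescence polarization (620/688 nm) read before and after 90 min at 30 °C.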
Active calls of the source: *; ? = inconclusive; . = not tested or not shown; [ ] = dose if it differs, or a comment. Calls follow the shape of the dose curve; as a rule, active = well fitted curve in the direction sought with a large enough effect; inconclusive = small, poorly fitted or top-dose-only effect, or another doubt; inactive = no such curve, though single readings can be large; an effect the other way counts as inactive or inconclusive. Potency is read from the fitted curve at half-maximal effect. Some of the compounds tested; rates above refer to the full screens.

SMILES	USP1-UAF1 inh	Vif-A3G inh	Vif-APOBEC3F blk	12-LOX inh	mIDH1 inhibitor	RXFP1 ag	TrxR1 inh	TrxR1 substrate	RGS4 inh
CC(C)(C)c1ccc(C(=O)N2CCC(=O)N(C(CO)Cc3ccccc3)CC2)cc1 (stereo not given)	-27%	4%	6%	0%	9%	-0.7%	2%	-4%	6%
CCc1ccc(OCC(=O)O/N=C(\N)Cc2ccc([N+](=O)[O-])cc2)cc1	-22%	-4%	-3%	-7%	13%	-0.1%	6%	-3%	-10%
COc1cccc(CNC(=O)c2ccc(-n3c(C)cc4c3CCC(C)C4)cc2)c1 (stereo not given)	-5%	-26%	-5%	23%	0%	0.6%	?	-5%	-1%
Cc1cc(Cl)ccc1OCC(=O)N(Cc1ccco1)C1CCS(=O)(=O)C1 (stereo not given)	-25%	-5%	-12%	-14%	-4%	-1.3%	2%	-7%	-9%
O=C(N1CCN(c2ccccc2)CC1)C(F)(F)C(F)(F)F	-11%	1%	-11%	4%	4%	0.2%	13%	7%	-3%
CCN=C1S/C(=C\c2cn(CC(=O)NCc3ccco3)c3ccccc23)C(=O)N1CC	-16%	1%	?	?	-7%	1.3%	5%[57.1 µM]	3%[57.1 µM]	-11%
C=CCn1c(SCC(=O)Nc2ccc(C(=O)O)cc2)nc2sc(C)c(C)c2c1=O	-12%	-5%	-8%	11%	-14%	-0.3%	2%	-1%	13%
COc1ccc(C2CC(c3ccccc3)=NN2C(=O)COC(=O)CNC(=O)c2ccccc2)cc1 (stereo not given)	-17%	-5%	1%	-7%	-12%	0.1%	3%	0%	11%[11.4 µM]
Cc1nc2cc3nc(C(F)(F)F)[nH]c3cc2[nH]1	-26%	-1%	-2%	4%	-1%	1.0%	-11%	9%	-18%
COc1ccc(-n2c(SCC(N)=O)nnc2-c2ccccc2F)cc1	-6%	-1%	-1%	-13%	0%	2.6%	5%	-3%	51%
c1ccc2c(c1)CNc1ccccc1-2	-10%	-1%	-4%	-2%	10%	.	6%	-4%	3%
C=CCc1cccc(/C=N/n2c(C)nnc2C)c1O	1%	-3%	-11%	4%	-1%	2.1%	-10%	-4%	-21%
CN(C)c1cccc(Oc2nc3c(c(=O)n(C)c(=O)n3C)n2C)c1	-17%	0%	8%	?	0%	3.1%	13%	-3%	-10%
CC1CCCC(C)N1/N=C/c1ccccc1F (stereo not given)	-6%	1%	-6%	?	-11%	1.1%	16%[57.1 µM]	11%[57.1 µM]	5%
O=C1CCC(=O)N1c1nc2n(n1)C(c1ccccc1)C=C(c1ccc(Br)cc1)N2 (stereo not given)	-7%	-3%	-3%	-19%	8%	3.5%	71µM*	0%	-16%
COc1ccc(OC)c(C=NNC(=O)c2ccc(NS(=O)(=O)c3cccs3)cc2)c1	-21%	0%	0%	-1%	1%	.	11%	52%[activator]	-36%
O=C(COc1ccc(C(=O)Nc2ccc(Cl)cc2)cc1)NCc1ccccc1	-16%	-13%	4%	1%	-1%	1.3%	-3%	-5%	4%
COCCNC(=S)N1CCC(C(=O)c2ccc(F)cc2)CC1	-1%	1%	3%	?	4%	.	1%	-5%	6%
S=c1[nH]nc(-c2ccccc2Br)n1Cc1ccccc1	-20%	0%	-7%	?	1%	2.0%	-3%	-1%	-26%
CN(C)S(=O)(=O)c1ccc(C(=O)OCC(=O)Nc2sc3c(c2C#N)CCCCC3)cc1	-26%	3%	6%	-13%	-11%	2.1%	15%[57.1 µM]	-3%[57.1 µM]	-21%
CC(C)NS(=O)(=O)c1ccc(OCC(N)=O)c(Cl)c1	-13%	-1%	-5%	-15%	5%	0.7%	26%[57.1 µM]	16%[57.1 µM]	0%
O=C(NCc1ccco1)c1ccc(CS(=O)Cc2ccc(Cl)cc2)o1 (stereo not given)	-26%	-6%	-4%	5%	-8%	3.3%	9%	8%	6%
CCOc1ccc(NC(=O)CN(C)C(=O)c2ccccc2OCc2c(C)noc2C)cc1OCC	-18%	-3%	5%	5%	-12%	-0.9%	11%	3%	-2%
CC#CCCc1nc2ccccc2c(=O)n1N	-7%	2%	0%	-7%	-2%	1.6%	-20%	-17%	5%
COc1ccc(C(=O)COC(=O)CCN2C(=O)C3CC=CCC3C2=O)c(OC)c1 (stereo not given)	-9%	-1%	-1%	-4%	12%	3.2%	3%	3%	-10%
C/C=C/n1ccnc1CC(O)(c1ccccc1)c1ccc(C)cc1 (stereo not given)	-2%	-7%	1%	158%[activator]	1%	.	5%[11.4 µM]	4%[57.1 µM]	-26%
COC(=O)c1ccccc1Nc1ccnc(Cl)n1	-3%	0%	-6%	139%[activator]	2%	.	17%[57.1 µM]	1%[57.1 µM]	-25%
COc1ccc(NS(=O)(=O)c2cnc(N)nc2)cc1Cl	-5%	-18%	0%	?	0%	-1.8%	3%[57.1 µM]	-2%[57.1 µM]	0%
CCc1cccc(NC(=O)Cn2c(=O)ccc3cc(S(=O)(=O)N4CCC(C)CC4)ccc32)c1	-34%	0%	-3%	-14%	8%	3.2%	33%[57.1 µM]	9%[57.1 µM]	9%
CNC(=O)COC(=O)/C=C/c1cn(-c2ccccc2)nc1-c1ccc(C)o1	-6%	-6%	-13%	-25%	15%	9.6%	?	39%[activator]	?
COC(=O)Cc1csc(NC(=O)CSc2nnc3ccccn23)n1	-22%	1%	2%	-6%	-7%	10%	10%	-2%	?
N#Cc1nc(-c2cccc(Cl)c2)oc1NCc1cccnc1	-18%	1%	-1%	1%	5%	-2.5%	-5%	261%[activator]	1%
Cn1nnnc1SCC(=O)Nc1nn(-c2ccccc2)nc1C(N)=O	-13%	-12%	2%	1%	8%	6.6%	2%	36%[activator]	-30%
O=c1c2ccccc2nc(/C=C/c2cc(Br)ccc2O)n1CCO	-11%	-20%	-14%	?	3%	.	1%	-7%	-7%
Cc1ccc(S(=O)(=O)NCc2ccccc2)cc1C(=O)NCC1CCCO1 (stereo not given)	-20%	-2%	-13%	-4%	4%	0.5%	2%	-1%	0%
CCOC(=O)Cn1nc(C)c(NC(=O)c2cccc([N+](=O)[O-])c2)c1C	-10%	-1%	-18%	-5%	13%	-1.2%	33%[57.1 µM]	-8%[57.1 µM]	-37%
COc1ccccc1C(=O)N1CCN(c2nc3cc(C)c(C)cc3cc2C#N)CC1	2%	0%	1%	-16%	-3%	0.8%	-1%[57.1 µM]	32%	-6%
O=C(CCCc1nc(-c2ccccc2)no1)NC1CCCCC1	-6%	3%	-8%	8%	0%	-3.5%	14%	9%	-30%
COC(=O)c1ccc(C2/C(=C(/O)c3ccc(OC(C)C)cc3)C(=O)C(=O)N2c2cc(C)on2)cc1 (stereo not given)	-5%	-7%	-11%	?	-7%	13%	-15%	-11%	-8%
O=C(Nc1ccccc1N1CCCCC1)c1cccc(Cl)c1	-12%	1%	3%	0%	-9%	0.0%	25%[57.1 µM]	-2%[57.1 µM]	3%
CCN1C=C(C(=O)OC)C(c2cccc(OC)c2OC)C(C(=O)OC)=C1	-13%	2%	9%	-6%	7%	2.0%	43%[activator][57.1 µM]	144%[activator][57.1 µM]	3%
COc1cc(OC)cc(-c2sc3ccc(OC)cc3c2-c2ccc(OCCN3CCOCC3)cc2)c1	-13%	-4%	0%	.	-10%	.	16%	9%	9%
CCCN(CC(=O)Nc1ccccc1C)C(=O)c1ccc(N2CCOCC2)c([N+](=O)[O-])c1	-11%	3%	5%	1%	2%	3.2%	2%	-2%	14%
COc1ccc(-c2c(C)nn3c(N4CCC5(CC4)OCCO5)cc(C)nc23)cc1OC	-18%	0%	-10%	44%[activator]	-9%	0.3%	9%[57.1 µM]	7%[57.1 µM]	-19%
CCCCN1CC(c2nc3ccccc3n2CCCCOc2cc(C)cc(C)c2)CC1=O (stereo not given)	-25%	-8%	-7%	-14%	4%	-4.7%	15%	-4%	11%
CN1C(=O)C2(c3ccccc31)N(c1cccc(F)c1)C(=O)CS2(=O)=O (stereo not given)	-24%	-3%	-6%	-23%	-13%	-2.1%	16%	-1%	-50%
COc1ccccc1NC(=O)Cn1cnc2c1c(=O)n(C)c(=O)n2C	-7%	1%	3%	-3%	0%	8.8%	3%	2%	1%
Cc1cc(NC(=O)CCC(=O)N(CC(=O)NC2CCCC2)Cc2ccccc2Cl)no1	-6%	2%	1%	-2%	0%	0.7%	7%	-1%	0%
CCCc1cc(C(=O)O)c2ccccc2n1	2%	1%	0%	.	8%	-3.2%	8%	4%	6%

Among those listed so far, 2 contain an NH in an aromatic ring.
SMILES	USP1-UAF1 inh	Vif-A3G inh	Vif-APOBEC3F blk	12-LOX inh	mIDH1 inhibitor	RXFP1 ag	TrxR1 inh	TrxR1 substrate	RGS4 inh
Cc1nc2cc3nc(C(F)(F)F)[nH]c3cc2[nH]1	-26%	-1%	-2%	4%	-1%	1.0%	-11%	9%	-18%
S=c1[nH]nc(-c2ccccc2Br)n1Cc1ccccc1	-20%	0%	-7%	?	1%	2.0%	-3%	-1%	-26%
